TcdB inh – TcdB glycohydrolase inhibitors, primary screen, biochemical, single point, plate reader; 350,000 compounds, 0.24% hits; TcdB glycohydrolase enzymatic assay; inhibition, % at 9.99 µM; Toxin B (Clostridioides difficile), P18177; in the data active = inhibition above about 10%
Target sequence (P18177 whole entry, looked up): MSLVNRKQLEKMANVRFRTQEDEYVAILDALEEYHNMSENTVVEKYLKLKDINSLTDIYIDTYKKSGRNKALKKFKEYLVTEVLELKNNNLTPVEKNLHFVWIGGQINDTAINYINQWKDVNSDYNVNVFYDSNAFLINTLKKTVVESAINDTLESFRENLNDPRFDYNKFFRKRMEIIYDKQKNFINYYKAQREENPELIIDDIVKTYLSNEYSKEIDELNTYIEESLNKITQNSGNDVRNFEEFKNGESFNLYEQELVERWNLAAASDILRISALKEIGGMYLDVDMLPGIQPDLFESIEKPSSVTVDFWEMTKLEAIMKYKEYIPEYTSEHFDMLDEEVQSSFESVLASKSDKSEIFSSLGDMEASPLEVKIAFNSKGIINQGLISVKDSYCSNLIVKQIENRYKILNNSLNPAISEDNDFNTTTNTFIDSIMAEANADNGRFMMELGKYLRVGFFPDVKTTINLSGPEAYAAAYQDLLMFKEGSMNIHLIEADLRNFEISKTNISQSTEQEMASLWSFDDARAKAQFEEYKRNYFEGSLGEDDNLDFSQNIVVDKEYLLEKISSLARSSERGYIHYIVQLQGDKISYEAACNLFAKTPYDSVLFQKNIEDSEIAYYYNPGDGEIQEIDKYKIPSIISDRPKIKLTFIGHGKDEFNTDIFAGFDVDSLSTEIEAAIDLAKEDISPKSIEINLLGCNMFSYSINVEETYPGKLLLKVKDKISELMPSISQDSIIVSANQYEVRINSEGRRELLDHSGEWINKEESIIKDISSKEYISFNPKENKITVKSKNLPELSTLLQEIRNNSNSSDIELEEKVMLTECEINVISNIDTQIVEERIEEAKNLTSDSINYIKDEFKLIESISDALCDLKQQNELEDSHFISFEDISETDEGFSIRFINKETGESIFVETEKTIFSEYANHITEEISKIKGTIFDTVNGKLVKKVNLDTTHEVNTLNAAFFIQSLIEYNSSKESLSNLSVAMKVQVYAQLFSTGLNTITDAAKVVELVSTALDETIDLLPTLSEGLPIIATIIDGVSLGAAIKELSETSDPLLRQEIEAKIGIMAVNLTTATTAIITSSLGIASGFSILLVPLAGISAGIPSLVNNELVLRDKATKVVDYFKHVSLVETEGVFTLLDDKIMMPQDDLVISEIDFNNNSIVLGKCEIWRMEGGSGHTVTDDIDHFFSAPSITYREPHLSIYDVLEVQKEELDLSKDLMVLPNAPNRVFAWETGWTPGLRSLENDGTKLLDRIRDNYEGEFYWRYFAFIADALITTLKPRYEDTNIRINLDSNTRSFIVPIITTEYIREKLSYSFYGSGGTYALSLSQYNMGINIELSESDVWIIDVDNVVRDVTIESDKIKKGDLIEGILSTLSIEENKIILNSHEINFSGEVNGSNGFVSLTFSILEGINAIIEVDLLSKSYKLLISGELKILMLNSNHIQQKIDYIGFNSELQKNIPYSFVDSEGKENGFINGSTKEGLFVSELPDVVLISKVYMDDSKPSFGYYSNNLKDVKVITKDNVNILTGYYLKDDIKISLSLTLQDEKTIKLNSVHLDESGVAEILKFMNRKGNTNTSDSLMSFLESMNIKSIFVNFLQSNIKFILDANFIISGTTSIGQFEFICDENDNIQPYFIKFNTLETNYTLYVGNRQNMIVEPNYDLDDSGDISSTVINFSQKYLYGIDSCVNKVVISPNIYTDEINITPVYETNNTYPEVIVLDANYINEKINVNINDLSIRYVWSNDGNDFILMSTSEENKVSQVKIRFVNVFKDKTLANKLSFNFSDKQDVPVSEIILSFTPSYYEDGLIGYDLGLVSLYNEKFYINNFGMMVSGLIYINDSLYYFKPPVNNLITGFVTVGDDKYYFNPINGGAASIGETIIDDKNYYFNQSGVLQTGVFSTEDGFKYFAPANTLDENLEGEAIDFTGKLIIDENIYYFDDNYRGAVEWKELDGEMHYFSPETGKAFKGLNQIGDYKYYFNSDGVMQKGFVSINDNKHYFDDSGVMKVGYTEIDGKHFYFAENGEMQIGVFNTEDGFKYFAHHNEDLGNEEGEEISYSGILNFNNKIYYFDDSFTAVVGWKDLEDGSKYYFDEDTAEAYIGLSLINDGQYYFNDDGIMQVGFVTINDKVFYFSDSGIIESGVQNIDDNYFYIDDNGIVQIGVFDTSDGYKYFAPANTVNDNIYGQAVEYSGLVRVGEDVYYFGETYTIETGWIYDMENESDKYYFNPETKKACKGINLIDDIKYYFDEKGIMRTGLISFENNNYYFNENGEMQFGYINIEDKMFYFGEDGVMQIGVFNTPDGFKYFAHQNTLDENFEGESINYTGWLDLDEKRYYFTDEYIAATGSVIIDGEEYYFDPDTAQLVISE
An asterisk follows results filed as active. This is a subset. The share of hits here may be higher or lower than overall.

Structure	TcdB inh
C[C@H](CO)N1C[C@H](C)[C@H](CN(C)Cc2ccccc2)OCCCC[C@H](C)Oc2ccc(NC(=O)Cc3ccccc3)cc2C1=O	-1.6
COCC(=O)Nc1ccc2c(c1)C(=O)N(C)C[C@H](OC)[C@H](C)CN(C(C)=O)[C@H](C)CO2	1.3
C[C@H](CO)N1C[C@H](C)[C@H](CN(C)C)Oc2ccc(NC(=O)C3CCCCC3)cc2CC1=O	-0.2
COc1ccccc1CNC(=O)C[C@H]1C[C@@H]2c3cc(NS(=O)(=O)c4ccc(F)cc4)ccc3O[C@@H]2[C@H](CO)O1	0.4
COC(=O)C[C@@H]1CC[C@H]2[C@@H](COC[C@@H](O)CN2C(=O)Nc2ccccc2OC)O1	6.1
C[C@H]1CN([C@@H](C)CO)C(=O)c2cc(-c3ccc(F)cc3)cnc2O[C@H]1CN(C)Cc1cccnc1	0.7
CCC(=O)Nc1ccc2c(c1)C(=O)N(C)[C@H]1CC[C@@H](CC(=O)NC3Cc4ccccc4C3)O[C@@H]1CO2	-0.2
Cc1noc(C)c1S(=O)(=O)Nc1ccc2c(c1)CC(=O)N([C@@H](C)CO)C[C@@H](C)[C@H](CN(C)Cc1ccc(C(=O)O)cc1)O2	-0.3
Cc1noc(C)c1S(=O)(=O)Nc1ccc2c(c1)C(=O)N([C@H](C)CO)C[C@@H](C)[C@@H](CN(C)C(=O)Nc1ccccc1)O2	3.8
Cc1noc(C)c1NC(=O)N(C)C[C@@H]1OCc2ccccc2-c2c(n(C)c3ccccc23)C(=O)N([C@@H](C)CO)C[C@H]1C	-0.3
CCCNC(=O)C[C@H]1C[C@@H]2c3cc(NC(=O)NC4CCCC4)ccc3O[C@@H]2[C@H](CO)O1	0.3
C[C@@H]1CN([C@@H](C)CO)C(=O)c2cc(NC(=O)CCC(F)(F)F)ccc2O[C@@H]1CN(C)CC1CCCCC1	-2.1
C[C@@H]1CN([C@H](C)CO)S(=O)(=O)c2ccc(C#CC(C)(C)O)cc2O[C@@H]1CN(C)C(=O)CN(C)C	0.7
CCC(=O)N1[C@H](C(=O)N2CCCCC2)[C@@H](CO)[C@@H]2Cn3c(ccc(-c4ccccc4)c3=O)[C@@H]21	-1.6
CO[C@@H]1CN(C)C(=O)c2cc(NC(=O)Nc3cccc(F)c3)ccc2OC[C@H](C)NC[C@H]1C	1.3
COc1ccc(NC(=O)N(C)C[C@H]2OCCCC[C@H](C)Oc3ccc(NS(=O)(=O)c4ccc(F)cc4)cc3C(=O)N([C@@H](C)CO)C[C@@H]2C)cc1	-0.3
COCCNC(=O)C[C@@H]1C=C[C@@H](NS(=O)(=O)c2ccc(C)cc2)[C@@H](CO)O1	-0.4
COc1ccc(-c2cnc3c(c2)C(=O)N([C@H](C)CO)C[C@H](C)[C@@H](CN(C)C(=O)Cc2cccnc2)O3)cc1	0.0
COc1ccc(S(=O)(=O)Nc2ccc3c(c2)C(=O)N([C@H](C)CO)C[C@H](C)[C@H](CN(C)C(=O)c2ccccc2)OCCCC[C@H](C)O3)cc1	-1.2
COc1ccc2c3c([nH]c2c1)[C@@H](CO)N(C(C)=O)CC31CCN(Cc2ccccc2Cl)CC1	-0.6
OC[C@H]1[C@@H]2c3ccccc3NC[C@@H]2N1CC1CCOCC1	-0.1
O=C(C[C@H]1C=C[C@@H](NC(=O)Nc2ccccc2F)[C@@H](CO)O1)NCc1ccccc1	-0.4
COc1ccc(NC(=O)N[C@@H]2C=C[C@H](CC(=O)NC3CCCCC3)O[C@H]2CO)cc1	-0.4
COc1ccc(S(=O)(=O)N(C)C[C@@H]2Oc3ccc(NC(=O)Nc4ccccc4)cc3CC(=O)N([C@@H](C)CO)C[C@H]2C)cc1	0.8
C/C=C/c1cnc2c(c1)C(=O)N([C@H](C)CO)C[C@@H](C)[C@H](CN(C)C(=O)Nc1ccc(OC)cc1)O2	0.0
CO[C@H]1CN(C)C(=O)c2cc(NC(=O)c3ccno3)ccc2OC[C@@H](C)NC[C@@H]1C	-1.8
Cc1ccc(S(=O)(=O)N(C)C[C@H]2Oc3ccc(NC(=O)Nc4ccc5c(c4)OCO5)cc3CC(=O)N([C@H](C)CO)C[C@H]2C)cc1	-0.2
C[C@@H]1CN([C@H](C)CO)C(=O)c2cccc(NC(=O)C3CCOCC3)c2O[C@@H]1CN(C)C	-0.4
COCC#Cc1cnc2c(c1)C(=O)N([C@H](C)CO)C[C@@H](C)[C@H](CN(C)S(=O)(=O)c1cn(C)cn1)O2	-0.7
O=C(C[C@H]1CC[C@H]2[C@@H](COC[C@H](O)CN2C(=O)Cc2ccccc2)O1)NC1CCC1	-1.2
C/C=C/c1ccc([C@H]2[C@H](CO)N3C(=O)CN(C(=O)c4ccncc4)C[C@@H]23)cc1	0.6
Cn1cnc(S(=O)(=O)N[C@H]2CC[C@@H](CC(=O)NCC3CCCCC3)O[C@@H]2CO)c1	-0.4
N#C[C@@H]1[C@@H](c2ccc(C#CC3(O)CCCC3)cc2)[C@@H](CO)N1C(=O)C1CCC1	0.4
CCCC(=O)Nc1ccc2c(c1)OC[C@H](C)N(Cc1ccccc1F)C[C@@H](C)[C@H](OC)CN(C)C2=O	-0.3
COc1cccc(NC(=O)C[C@H]2CC[C@H]3[C@H](COc4ccc(NC(=O)C5CCOCC5)cc4C(=O)N3C)O2)c1	-0.6
CO[C@H]1CN(C)C(=O)c2cc(NS(C)(=O)=O)ccc2OC[C@H](C)N(C(=O)CC2CC2)C[C@@H]1C	-0.7
C[C@H](CO)N1C[C@H](C)[C@@H](CN(C)C(=O)Nc2ccnc(N3CCOCC3)c2)OCc2ccccc2-c2c(n(C)c3ccccc23)C1=O	0.0
C[C@H]1CN([C@@H](C)CO)C(=O)CCCn2cc(nn2)CO[C@H]1CN(C)Cc1ccc(-c2ccccc2)cc1	0.3
C[C@H]1CCCCO[C@@H](CN(C)Cc2ccc(C(=O)O)cc2)[C@@H](C)CN([C@@H](C)CO)C(=O)c2cc(NS(=O)(=O)c3ccc(Cl)cc3)ccc2O1	-1.3
C[C@H](CO)N1C[C@H](C)[C@@H](CN(C)C(=O)C2CCC2)Oc2ncc(C#Cc3cccc(F)c3)cc2C1=O	0.8
O=C(Nc1ccccc1F)N1CCCCN2[C@H](C1)[C@H](c1ccc(-c3cccnc3)cc1)[C@@H]2CO	0.1
O=C(O)[C@]1(Cc2ccccc2)N=C(c2ccc(OCCCO)cc2)O[C@@H]1c1ccccc1	-0.7
CCNC(=O)[C@H]1[C@H](CO)[C@H]2Cn3c(ccc(-c4ccc(F)cc4)c3=O)[C@@H]1N2C	-17.6
Cc1ccc(NC(=O)Nc2ccc3c(c2)C(=O)N(C)[C@@H]2CC[C@@H](CC(=O)NCC(F)(F)F)O[C@@H]2CO3)cc1	3.0
COc1ccc2c3c([nH]c2c1)[C@@H](CO)N(C(=O)c1cccnc1)CC31CCN(C(=O)Nc2cccc(F)c2)CC1	0.0
COc1cccc(CNC(=O)C[C@@H]2CC[C@@H](NC(C)=O)[C@H](CO)O2)c1	-1.3
COc1ccc(NC(=O)N(C)C[C@H]2Oc3ccc(NS(=O)(=O)c4ccc(F)cc4)cc3CC(=O)N([C@@H](C)CO)C[C@@H]2C)cc1	-0.5
C[C@H](NC(=O)C[C@@H]1CC[C@@H]2[C@H](COC[C@@H](O)CN2Cc2ccc(C(F)(F)F)cc2)O1)c1ccccc1	0.7
CC(C)CC#Cc1cnc2c(c1)C(=O)N([C@H](C)CO)C[C@H](C)[C@@H](CN(C)C(=O)CN1CCOCC1)O2	-0.1
COc1ccccc1-c1ccc2c(c1)O[C@@H](CN(C)C(C)=O)[C@@H](C)CN([C@H](C)CO)S2(=O)=O	-2.5
CC(C)CC#Cc1ccc2c(c1)O[C@H](CN(C)Cc1cccc(F)c1)[C@H](C)CN([C@H](C)CO)S2(=O)=O	-1.8
N#Cc1ccc(-c2ccc(C3[C@@H]4CN(S(=O)(=O)c5ccccc5F)C[C@H]3N4)cc2)cc1 (some centres undefined)	-0.5
C[C@H](CO)N1C[C@H](C)[C@@H](CN(C)Cc2ccc(Cl)c(Cl)c2)Oc2ccc(NS(=O)(=O)c3ccc(Cl)cc3)cc2CC1=O	-0.4
CCCc1cn([C@H]2C[C@@H]3O[C@H](CO)CC[C@@H]3O[C@@H]2CCc2ccc(-c3ccc(OC)cc3)cc2)nn1	0.0
COCC#Cc1ccc([C@@H]2[C@@H](CO)N3CCCCN(S(=O)(=O)c4ccccc4F)C[C@@H]23)cc1	0.1
O=C(c1ccccn1)N1CC2(C1)[C@H](c1ccccc1)[C@H](CO)N2Cc1ccc(F)cc1	0.6
C/C=C/c1ccc2c(c1)O[C@@H](CN(C)Cc1ccc(C(=O)O)cc1)[C@@H](C)CN([C@H](C)CO)S2(=O)=O	-16.8
COc1cccc(-c2ccc([C@H]3[C@H](CO)N4CCCCN(Cc5cncnc5)C[C@@H]34)cc2)c1	0.5
C=CCN1C(=O)[C@@]2(O[C@@H](CCn3cc(CCO)nn3)[C@H]([Si](C)(C)c3ccc(OC)cc3)[C@H]2C)c2cc(NC(=O)c3ccc(OC)cc3)ccc21	0.8
CC(C)C#Cc1cnc2c(c1)C(=O)N([C@H](C)CO)C[C@@H](C)[C@H](CN(C)C(=O)Nc1cccc(F)c1)O2	-1.1

Structural class, those above containing a Cl atom
Structure	TcdB inh
COc1ccc2c3c([nH]c2c1)[C@@H](CO)N(C(C)=O)CC31CCN(Cc2ccccc2Cl)CC1	-0.6
C[C@H]1CCCCO[C@@H](CN(C)Cc2ccc(C(=O)O)cc2)[C@@H](C)CN([C@@H](C)CO)C(=O)c2cc(NS(=O)(=O)c3ccc(Cl)cc3)ccc2O1	-1.3
C[C@H](CO)N1C[C@H](C)[C@@H](CN(C)Cc2ccc(Cl)c(Cl)c2)Oc2ccc(NS(=O)(=O)c3ccc(Cl)cc3)cc2CC1=O	-0.4

New compounds follow:
Structure	TcdB inh
O=C(Nc1cccc(Cl)c1)N[C@@H]1CC[C@H](CCNC(=O)C2CCCCC2)O[C@@H]1CO	1.2
C[C@@H]1CN([C@H](C)CO)C(=O)c2cc(NC(=O)Cc3ccccc3)ccc2O[C@@H](C)CCCCO[C@H]1CN(C)Cc1ccncc1	0.0
O=C(C[C@H]1CC[C@H]2[C@@H](COC[C@H](O)CN2S(=O)(=O)c2ccc(Cl)cc2)O1)NCCN1CCCCC1	-0.4
C[C@@H]1CN([C@@H](C)CO)C(=O)Cc2cc(NC(=O)c3ccncc3)ccc2O[C@@H]1CN(C)C(=O)Nc1ccc(C(F)(F)F)cc1	2.3
CCCN1[C@@H]2c3ccc(-c4ccccc4)c(=O)n3C[C@H]1[C@H](CO)[C@H]2C(=O)NCCCN1CCOCC1	-0.4
C[C@H]1CN([C@@H](C)CO)C(=O)CCCn2cc(nn2)CO[C@H]1CN(C)Cc1ccc(C(=O)Nc2ccccc2N)cc1	-2.8
Cc1ccc(S(=O)(=O)N(C)C[C@@H]2Oc3ccc(NS(=O)(=O)c4c(C)noc4C)cc3CC(=O)N([C@@H](C)CO)C[C@H]2C)cc1	-13.2
O=C(C[C@H]1CC[C@H]2[C@@H](COC[C@@H](O)CN2C(=O)c2ccccc2)O1)Nc1nccs1	-0.2
COc1ccc(CN(C)C[C@H]2Oc3c(NS(=O)(=O)c4ccc(F)cc4)cccc3C(=O)N([C@@H](C)CO)C[C@H]2C)cc1	-0.9
COc1ccc(S(=O)(=O)N(C)C[C@@H]2Oc3ccc(NC(=O)NC(C)C)cc3CC(=O)N([C@@H](C)CO)C[C@H]2C)cc1	-1.6
COc1ccc(S(=O)(=O)N[C@@H]2CC[C@H](CC(=O)N3CCN(c4ccccc4)CC3)O[C@@H]2CO)cc1	1.2
C[C@@H]1CN([C@@H](C)CO)C(=O)c2cc(NC(=O)NC3CCCCC3)ccc2O[C@@H]1CN(C)S(=O)(=O)c1ccc(Cl)cc1	-0.1
COc1ccc(NC(=O)N(C)C[C@@H]2Oc3c(NC(=O)c4ccc(-c5nccs5)cc4)cccc3C(=O)N([C@@H](C)CO)C[C@@H]2C)cc1	0.0
O=C(C1CCC1)N1CC[C@@H]2[C@H]1c1cc(C#Cc3cccc(F)c3)ccc1N[C@@H]2CO	-0.9
CN(C)CC#Cc1ccc([C@@H]2[C@@H](CO)N3C(=O)CN(C(=O)CN(C)C)C[C@H]23)cc1	-0.7
CNC[C@H]1OCCCC[C@H](C)Oc2ccc(NC(=O)Nc3ccccc3)cc2C(=O)N([C@@H](C)CO)C[C@@H]1C	1.0
CCNC(=O)[C@@H]1[C@@H](CO)[C@@H]2Cn3c(ccc(-c4ccccc4)c3=O)[C@@H]2N1C(=O)Cc1cccnc1	0.2
COc1ccc(C#Cc2ccc([C@@H]3[C@H]4CN(Cc5ccncc5)CCCCN4[C@H]3CO)cc2)cc1	0.6
O=C(C[C@@H]1C[C@@H]2c3cc(NC(=O)C4CCC4)ccc3O[C@@H]2[C@@H](CO)O1)NC1CCCCC1	0.1
CCC(=O)N(C)C[C@@H]1Oc2ncc(-c3ccccc3F)cc2C(=O)N([C@H](C)CO)C[C@H]1C	0.1
C[C@@H]1CN([C@H](C)CO)C(=O)c2cc(NC(=O)CCC(F)(F)F)ccc2O[C@@H](C)CCCCO[C@@H]1CN(C)Cc1ccccc1	0.2

A second format for some results above:
COc1ccc(C#Cc2ccc([C@@H]3[C@H]4CN(Cc5ccncc5)CCCCN4[C@H]3CO)cc2)cc1
  TcdB inh = 0.6

C[C@@H]1CN([C@H](C)CO)C(=O)c2cc(NC(=O)CCC(F)(F)F)ccc2O[C@@H](C)CCCCO[C@@H]1CN(C)Cc1ccccc1
  TcdB inh = 0.2

CCC(=O)N(C)C[C@@H]1Oc2ncc(-c3ccccc3F)cc2C(=O)N([C@H](C)CO)C[C@H]1C
  TcdB inh = 0.1

CNC[C@H]1OCCCC[C@H](C)Oc2ccc(NC(=O)Nc3ccccc3)cc2C(=O)N([C@@H](C)CO)C[C@@H]1C
  TcdB inh = 1.0

Compound activity (PubChem BioAssay)
